M1AAP inhibition = malaria alanyl aminopeptidase activity blockers – biochemical, fluorogenic H-Leu-NHMec substrate, 1536-well (AID 1445); 220,000 compounds, 0.42% hits; one-dose inhibition, % at 30 µM; IC50 in µM for titrated hits; recombinant M1AAP, H-Leu-NHMec fluorogenic kinetic assay; higher % means a stronger effect;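 active = primary inhibition above the hit cutoff, then over 50% inhibition at one or more dose response concentrations, cut at about 23% in these data, passing the limit was not always enough; inconclusive = conflicting primary data, or primary hits not chosen for dose response; inactive = low primary inhibition, or under 50% at every dose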;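 also: plate controls were DMSO full reaction for no effect and no enzyme background for full effect; strong numbers were not always called active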
PMI inhibition = MPI inhibition at elevated mannose 6-phosphate – biochemical, fluorescence intensity, high mannose 6-phosphate, primary screen (AID 1220). recombinant PMI enzyme, coupled fluorescence intensity; higher % means a stronger effect. one-dose inhibition, % at 20 µM; IC50 in µM for titrated hits. 190,000 compounds, 0.66% hits
TNAP activation fold = stimulation of alkaline phosphatase TNAP activity – biochemical, luminescent, no phosphate acceptor, uHTS, primary screen (AID 1001); purified TNAP, luminescent activation assay, no phosphate acceptor; higher activation fold means a stronger effect; activation fold at 20 µM, or EC50 in µM where a hit was titrated; 200,000 compounds, 0.03% hits; in the data active = activation fold from about 3, or a potency from the dose series; inactive = the rest, 99 in 100 with activation fold below about 1.6; also: many of its hits are not listed in these tables
Myeloid diff MLP = promotes myeloid progenitor differentiation; ER-HoxA9 myeloid progenitors, lysozyme-GFP differentiation, flow cytometry; calls only at 10 µM; 360,000 compounds, 1% hits; AID 624256;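 active = normalized GFP-positive differentiation at or above the plate's own cutoff, the solvent-only control mean plus 3 SD; inconclusive = no clear call, values can overlap the other calls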;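 also: cells exposed to compound for four days before flow analysis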
LYP inhibition = inhibitors of LYP phosphatase, biochemical, fluorescence intensity, uHTS (AID 1779). 290,000 compounds, 0.054% hits. inhibition, % at 11.5 µM, or IC50 in µM where a hit was titrated. recombinant LYP phosphatase, fluorescence intensity; higher % means a stronger effect;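 also: plate controls were vehicle with enzyme for no effect and no enzyme for full effect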
XIAP antagonists = XIAP antagonists, biochemical, IAP family, fluorescence polarization (AID 1018). XIAP BIR domain, fluorescence polarization peptide displacement; higher % means a stronger effect. one-dose displacement, % at 20 µM; IC50 in µM for titrated hits. 200,000 compounds, 0.007% hits; in the data active = displacement above about 50%; also: a part of the inactive calls stands beside numbers as strong as those of hits
P. falciparum M17LAP = P. falciparum M17LAP inhibitors, primary screen, biochemical, fluorogenic H-Leu-NHMec substrate, 1536-well (AID 1619) | recombinant M17LAP, H-Leu-NHMec fluorogenic kinetic assay; higher % means a stronger effect | 220,000 compounds, 0.38% hits | inhibition, % at 30 µM; hits with a dose series show IC50 in µM;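 active = compound inhibiting the enzyme by more than half at any dose during confirmatory dose-response retesting; inconclusive = strong single-dose inhibitors picked by rank but not retested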;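 also: plate controls were full reaction with DMSO carrier for no effect and no enzyme background for full effect; strong numbers were not always called active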
CSM14.1 death rescue = rescue of cells from ER stress-induced death, primary screen, 384-well, CSM14.1, thapsigargin, ATP luminescence (AID 1222) | CSM14.1 thapsigargin-induced death rescue, ATP luminescence; higher % means a stronger effect | one-dose cellular ATP content (survival), % at 20 µM; EC50 in µM for titrated hits | 190,000 tested, under 10 active;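 active = EC50 below 50 µM in the dose-response confirmation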;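 also: death triggered by thapsigargin at about 15 µM added after 2 h compound pretreatment; cell ATP read after overnight thapsigargin exposure of roughly 18 to 22 hours; normalized against plate controls of thapsigargin alone and 5% DMSO vehicle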
human PMI inhibition = MPI enzyme activity inhibition – biochemical, fluorescence intensity, coupled assay, primary screen (AID 1209); purified PMI enzyme, coupled fluorescence intensity; higher % means a stronger effect; inhibition, % at 20 µM; hits with a dose series show IC50 in µM; 190,000 compounds, 0.42% hits;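 also: plate controls were DMSO vehicle for no effect and wells lacking substrate for full effect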
Myeloid diff MLP GFP+ MAC1+ % = further read-out of Myeloid diff MLP, marked with its call; GFP+ MAC1+ double positive, %; measured here: differentiation confirmed by MAC1 staining
The depositor's hits bear a star; i = inactive; ? = inconclusive; · = not tested or not shown. Rule as the data show it, unless noted: active = inhibition above about 50%; inactive = the rest.

molecule	M1AAP inhibition	PMI inhibition	TNAP activation fold	Myeloid diff MLP	Myeloid diff MLP GFP+ MAC1+ %	LYP inhibition	XIAP antagonists	P. falciparum M17LAP	CSM14.1 death rescue	human PMI inhibition
CCCN1CCC(=O)N([C@H](CSc2ccc(OC)cc2)CC(C)C)CC1	-1.7%	·	·	i	2.7	-7.8%	·	-1.1%	·	·
COc1ccc(N(CC(=O)Nc2ccc(S(=O)(=O)N3CCOCC3)cc2)S(=O)(=O)c2ccccc2)cc1	-1.4%	17.8%	1.3	i	1.3	5.2%	-2.5%	-12.3%	-4.0%	24.0%
CC(=O)C(Sc1nc(N(C)C)nc(N(C)C)n1)C(=O)Nc1ccccc1 (stereo not drawn)	-1.8%	-8.2%	1.2	i	0.0	0.9%	-0.8%	-2.0%	-0.7%	7.0%
O=C(Nc1nc2nc(-c3ccccc3)cc(-c3ccccc3)n2n1)c1ccco1	10.3%	3.7%	0.9	i	0.0	7.8%	-4.4%	40.3%	-1.0%	12.7%
O=C(Nc1cccnc1)c1ccc(F)cc1	5.6%	2.4%	1.1	i	2.0	-5.6%	1.0%	16.0%	0.3%	-2.7%
CSc1ccc(N2C(=O)NC3(CCCCC3)C2=O)cc1	4.6%	5.3%	1	i	1.2	-5.8%	-6.8%	3.5%	0.7%	8.6%
O=C(/C=C/c1ccccc1Cl)N(Cc1cccs1)C1CCS(=O)(=O)C1 (stereo not drawn)	-1.2%	·	·	i	0.6	-5.6%	·	-5.0%	·	·
COc1ccc(CN(C(=O)c2oc3ccccc3c2C)C2CCS(=O)(=O)C2)cc1 (stereo not drawn)	-0.9%	7.9%	1.1	i	0.7	-5.5%	0.4%	-3.3%	-1.7%	8.8%
CCc1cc(=O)[nH]c(SCc2ccc(C)cc2)n1	-2.1%	-8.0%	1.1	i	0.7	-1.3%	-4.8%	7.0%	-1.6%	-9.8%
O=C(CSCc1ccc(Cl)cc1)N1CCCCC1	0.8%	4.8%	1.1	i	0.3	-14.1%	-8.1%	12.7%	0.0%	9.9%
O=C(Nc1ccc2c(c1)OCO2)N1CCN(C/C=C/c2ccccc2)CC1	7.5%	12.0%	1.1	i	2.8	0.9%	-2.3%	0.4%	·	9.8%
COC(=O)c1ccc(-c2noc(CN3CCCCC3c3nccn3C)n2)cc1 (stereo not drawn)	1.6%	-3.9%	1.1	i	0.2	-3.8%	-2.6%	-1.7%	1.7%	2.1%
O=C(NNC1=NCCC1)c1cccc(S(=O)(=O)N2CCCCC2)c1	-0.7%	11.8%	1.1	i	0.6	-7.1%	-2.6%	-3.5%	-0.4%	9.2%
CC(C)CN(C(=O)COC(=O)C1c2ccccc2Oc2ccccc21)C1CCS(=O)(=O)C1 (stereo not drawn)	-0.2%	12.4%	1	i	0.4	-5.4%	-9.5%	2.0%	2.8%	16.3%
COc1cc(CNCc2ccccn2)ccc1OCC(N)=O	1.9%	-4.1%	1.1	i	1.2	-5.5%	-1.9%	-4.9%	14.4%	-2.0%
O=C(OCCCN1C(=O)c2ccccc2C1=O)c1ccco1	0.0%	1.7%	1.2	i	0.9	2.4%	-2.1%	-6.1%	·	2.9%
CCn1c(=NC(=O)COc2ccccc2)sc2cccc(F)c21	11.3%	·	·	i	0.2	0.6%	·	12.4%	·	·
COc1ccc(-n2c3c(cc(C(=O)NNc4ccccc4C)c2=O)C(=O)CC(C)(C)C3)cc1	10.7%	-99.3%	0.9	i	0.4	4.2%	-2.6%	0.6%	-1.5%	-89.1%
CCOc1cc(S(=O)(=O)N(CC)CC)c(OCC)cc1-n1cnnn1	-2.5%	-1.0%	1.2	i	5.8	-10.7%	-4.5%	-11.9%	-0.9%	1.2%
O=C(COC(=O)c1n[nH]c2ccccc12)Nc1ccc([N+](=O)[O-])cc1	9.3%	-12.2%	0.9	i	0.9	-4.7%	-7.4%	3.7%	-3.7%	-12.9%
CCC(C)c1ccccc1OCCn1ccnc1 (stereo not drawn)	-3.0%	-0.3%	1	i	0.8	-11.8%	3.7%	-3.8%	-2.4%	-7.6%
COc1ccc(C(=O)/C=C(\C)NCc2ccc3c(c2)OCO3)cc1	-0.2%	6.6%	1.1	i	1.1	-6.6%	-5.7%	12.0%	-1.2%	2.5%
Oc1nc(Nc2cccc(Cl)c2)sc1/C=C1\C=Nc2ccccc21	7.0%	7.7%	1.2	i	0.4	7.7%	-14.9%	-3.0%	2.1%	10.8%
CCOc1ccc(NC(=O)CCC(=O)NNC(=O)Nc2cccc(Cl)c2)cc1	2.2%	-3.2%	1.1	i	1.1	-3.0%	-5.6%	1.2%	-1.5%	-1.9%
Cc1ccc2c(c1)C(O)(CC(=O)c1ccc3c(c1)OCO3)C(=O)N2 (stereo not drawn)	5.5%	0.6%	1	i	0.9	-3.6%	-2.7%	21.2%	-1.9%	5.6%
Cc1ccc(NC(=O)C2CC=CCC2C(=O)N2CCCCC2)cc1 (stereo not drawn)	2.2%	7.9%	1.1	i	2.1	1.3%	-4.5%	-1.1%	-3.5%	5.2%
COCC(=O)Oc1c(S(=O)(=O)c2ccc(C)cc2)c(C)nn1-c1ccccc1	-3.1%	9.4%	1.1	i	0.1	-1.4%	-4.0%	7.8%	-0.9%	10.9%
CCOCCCNC(=O)Cn1cc2c(n1)CCCC2	2.4%	11.5%	0.9	i	1.4	-0.6%	-10.8%	-7.3%	·	3.8%
C=Cn1c(N2CCOCC2)nc2c1c(=O)[nH]c(=O)n2C	9.2%	3.7%	1.1	i	0.3	-1.0%	-2.2%	0.7%	·	4.3%
Fc1cccc(-c2nnn3c2nc(Cl)c2ccccc23)c1	-4.1%	-12.5%	1	·	·	-8.2%	-5.7%	-1.9%	2.0%	-13.5%

In another format: entries from further up
Results follow in this order: M1AAP inhibition	PMI inhibition	TNAP activation fold	Myeloid diff MLP	Myeloid diff MLP GFP+ MAC1+ %	LYP inhibition	XIAP antagonists	P. falciparum M17LAP	CSM14.1 death rescue	human PMI inhibition
> CCc1cc(=O)[nH]c(SCc2ccc(C)cc2)n1
→ -2.1%	-8.0%	1.1	i	0.7	-1.3%	-4.8%	7.0%	-1.6%	-9.8%
> O=C(CSCc1ccc(Cl)cc1)N1CCCCC1
→ 0.8%	4.8%	1.1	i	0.3	-14.1%	-8.1%	12.7%	0.0%	9.9%

(more compounds)
molecule	M1AAP inhibition	PMI inhibition	TNAP activation fold	Myeloid diff MLP	Myeloid diff MLP GFP+ MAC1+ %	LYP inhibition	XIAP antagonists	P. falciparum M17LAP	CSM14.1 death rescue	human PMI inhibition
CCc1cc2cc(C)ccc2nc1SCC(=O)N1CCN(C(=O)c2ccco2)CC1	-1.1%	2.5%	1.1	i	1.1	-4.5%	0.7%	-2.5%	7.5%	5.4%
O=C(COc1ccccc1)NCc1nnc2c3ccccc3c(-c3ccccc3)nn12	?	-4.1%	1	i	0.1	0.0%	-2.9%	12.6%	2.0%	6.5%
CCOC(=O)c1sc2nc(CC(C)C)c3c(c2c1N)CCC3	-3.1%	-1.5%	1.2	i	0.2	2.2%	-4.5%	-6.5%	-0.2%	9.4%
O=S(=O)(Nc1ccc2c(c1)CCC2)c1cccs1	4.8%	13.5%	1.1	i	2.3	-3.8%	-0.1%	1.7%	2.3%	22.9%
CC(C)(O)C#Cc1ccc(C(=O)N2CCCC2C(=O)O)s1 (stereo not drawn)	-0.7%	4.7%	1.1	i	2.2	-6.4%	-2.5%	8.2%	-2.3%	8.0%
Cc1ccnc(NC(=O)C2CCCN(S(=O)(=O)c3cnc[nH]3)C2)c1 (stereo not drawn)	5.4%	-1.8%	1	i	1.1	-8.2%	-3.3%	1.3%	·	3.7%
CCC1=C(C(=O)OC)C(c2cc(OC)ccc2OC)C(C#N)=C(N)O1 (stereo not drawn)	6.0%	13.6%	1.1	i	1.0	-4.2%	-5.9%	8.2%	-3.8%	12.2%
O=C(O)c1cc(Cl)ccc1NC(=O)C1CCCO1 (stereo not drawn)	0.2%	-3.2%	1.1	i	4.7	-5.1%	-4.4%	10.8%	-2.7%	6.7%
Cn1c(=O)cc(OCC(=O)NCc2cccnc2)c2ccccc21	6.1%	-1.6%	1.1	i	1.1	-0.9%	4.0%	5.5%	-1.3%	4.0%
CCCC(=O)Nc1ccc(Oc2ccc(NC(=O)CCC)cc2)cc1	-2.8%	-7.8%	1.1	i	0.5	-5.6%	0.2%	-18.0%	-0.7%	-5.5%
COc1cc(C2C(C(=O)Nc3ccc(F)cc3)=C(C)Nc3nc(CCCO)nn32)cc(OC)c1OC (stereo not drawn)	6.3%	-1.4%	1.2	i	2.5	-9.2%	1.6%	11.7%	-0.7%	1.8%
O=C(NC1CCCCC1)c1ccccc1NC(=O)C1CC1	3.6%	-7.8%	1	i	2.6	-4.3%	0.8%	28.5%	-1.5%	-9.3%
O=C(CN1CCN(Cc2ccccc2)CC1)Nc1cccc(S(=O)(=O)N2CCCCCC2)c1	5.4%	-3.9%	1.1	i	0.0	-6.8%	-2.8%	-0.6%	1.3%	-1.6%
CCOc1ccccc1-n1c(COc2ccc(C)cc2)nnc1SCC(N)=O	-2.3%	3.3%	1	i	0.6	3.1%	-2.6%	14.6%	-5.0%	4.7%
CCCCNC(=S)NNC(=O)CCn1cc(C)cn1	4.2%	-5.5%	2.9	i	0.6	-3.7%	-3.0%	7.2%	-0.4%	-1.2%
COc1ccc(/C=C/C(=O)Nc2cc(C)nn2-c2nc3ccccc3n2Cc2cccc([N+](=O)[O-])c2)cc1	3.8%	10.5%	1.1	i	0.9	-3.8%	0.1%	7.9%	-0.4%	13.9%
Cc1ccsc1C(=O)NNC(=S)NCC(C)C	2.1%	12.2%	1.1	i	1.0	-6.6%	-4.6%	1.3%	-2.9%	6.8%

Entries listed so far containing an aryl thioether with sulfur outside any ring (6):
molecule	M1AAP inhibition	PMI inhibition	TNAP activation fold	Myeloid diff MLP	Myeloid diff MLP GFP+ MAC1+ %	LYP inhibition	XIAP antagonists	P. falciparum M17LAP	CSM14.1 death rescue	human PMI inhibition
CCCN1CCC(=O)N([C@H](CSc2ccc(OC)cc2)CC(C)C)CC1	-1.7%	·	·	i	2.7	-7.8%	·	-1.1%	·	·
CC(=O)C(Sc1nc(N(C)C)nc(N(C)C)n1)C(=O)Nc1ccccc1 (stereo not drawn)	-1.8%	-8.2%	1.2	i	0.0	0.9%	-0.8%	-2.0%	-0.7%	7.0%
CSc1ccc(N2C(=O)NC3(CCCCC3)C2=O)cc1	4.6%	5.3%	1	i	1.2	-5.8%	-6.8%	3.5%	0.7%	8.6%
CCc1cc(=O)[nH]c(SCc2ccc(C)cc2)n1	-2.1%	-8.0%	1.1	i	0.7	-1.3%	-4.8%	7.0%	-1.6%	-9.8%
CCc1cc2cc(C)ccc2nc1SCC(=O)N1CCN(C(=O)c2ccco2)CC1	-1.1%	2.5%	1.1	i	1.1	-4.5%	0.7%	-2.5%	7.5%	5.4%
CCOc1ccccc1-n1c(COc2ccc(C)cc2)nnc1SCC(N)=O	-2.3%	3.3%	1	i	0.6	3.1%	-2.6%	14.6%	-5.0%	4.7%

High-throughput results: PubChem BioAssay, several laboratories
